CF NFkB block: cystic fibrosis NF-kB activation inhibition; inhibition, % at 5 µM; 360,000 compounds, 0.86% hits; KKLEB NF-kB-GFP reporter, PAF-induced, GFP fluorescence overnight;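 active means at least 50% inhibition at 5 µM, scaled per plate between neutral and stimulator controls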;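 further: PAF is a Pseudomonas aeruginosa culture filtrate used as stimulus; plate controls were PAF-stimulated DMSO wells for no effect and unstimulated DMSO wells for full effect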
aDG glyco act: alpha-DG glycosylation activation. Pro5-aDG cells, alpha-DG glycosylation AlphaScreen (IIH6); 0% Pro5, 100% B10-LARGE cell signal. activation, % at 10 µM. 360,000 compounds, 0.22% hits;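 active means activation of at least 8% versus controls, or a plate z-score of at least 8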;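 further: Pro5 are CHO cells carrying HIG-tagged alpha-DG that lacks glycosylation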
NR2E3 ag-1: NR2E3 (human) agonism. Q9Y5X4. GST-NR2E3/biotin-RetCOR TR-FRET, 1536-well. inhibition of corepressor binding, % at 4.78 µM. 320,000 compounds, 0.12% hits. AID 2300;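 active means percent inhibition above the cutoff of mean plus 3 SD of all tested compounds, set per screening campaign, cut at about 20% in these data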;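 further: 0% = DMSO wells and 100% = biotin wells as full block of FRET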
Target sequence (Q9Y5X4 whole entry, looked up): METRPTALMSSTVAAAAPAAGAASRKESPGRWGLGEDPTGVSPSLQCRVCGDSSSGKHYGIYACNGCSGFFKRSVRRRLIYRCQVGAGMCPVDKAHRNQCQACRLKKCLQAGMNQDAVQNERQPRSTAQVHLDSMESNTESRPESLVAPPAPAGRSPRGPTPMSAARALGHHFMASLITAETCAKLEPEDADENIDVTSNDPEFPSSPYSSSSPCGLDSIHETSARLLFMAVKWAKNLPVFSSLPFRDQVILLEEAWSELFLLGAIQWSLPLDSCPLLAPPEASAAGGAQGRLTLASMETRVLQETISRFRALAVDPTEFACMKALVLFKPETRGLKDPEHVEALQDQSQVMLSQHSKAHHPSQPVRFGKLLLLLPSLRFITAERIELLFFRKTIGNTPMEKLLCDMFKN
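System: GST-tagged NR2E3 plus biotinylated RetCOR corepressor; Amount: 1.35 nM GST-tagged NR2E3 final; Dosing: single nominal compound dose of 4.8 µM; Schedule: 5 h incubation at 4 °C; Technique: TR-FRET with europium anti-GST and streptavidin-D2, 340 nm excitation; Controls: biotin wells as high control, 0.6% DMSO wells as low control.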
iPSC survival up: enhancers of human iPSC single-cell survival; hiPSC single-cell survival, ATPlite luminescence; 100% = ROCK inhibitor wells, 0% = DMSO; survival enhancement, % at 20 µM; 360,000 compounds, 0.044% hits; AID 602274; in the data active means survival enhancement above about 18%;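 further: cells exposed to compounds for 16 hours before the ATP read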
MITF TRPM1 inh: MITF TRPM1 promoter inhibition in SK-MEL-5 cells; 330,000 compounds, 0.83% hits; SK-MEL-5 TRPM1 promoter luciferase, 24 h; inhibition, % at 12.5 µM;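 active means mean inhibition across replicates of 60% or more, whatever share of single replicates reaches that level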; further: values of inactives mirror those of a sister screen read the other way
NR2E3 ag-2: agonists of human NR2E3 nuclear receptor; Q9Y5X4; CHO-S Gal4-NCOR/VP16-NR2E3 two-hybrid, luciferase; inhibition of corepressor binding, % at 3.98 µM; 360,000 compounds, 0.35% hits; AID 602229;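 active means inhibition above the mean of all tested compounds plus 3 SD, cut at about 70% in these data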;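 further: 0% = DMSO with NR2E3 transfected cells and 100% = cells lacking NR2E3 construct; higher means lower luciferase signal from less NR2E3 corepressor binding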
HIF-2a block: HIF-2a inhibition. inhibition, % at 18.8 µM. 786-0 RCC cells HIF-2a reporter, luciferase luminescence, overnight. 360,000 compounds, 0.72% hits;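 active means inhibition of the luminescence signal of 40% or more relative to plate controls, in a single-dose primary screen at 18.75 µM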
Shn3 3UTR inh: reduces Shn3 3'UTR luciferase signal in osteoblasts | Clone20 osteoblast Shn3 3'UTR firefly luciferase, 24 h | inhibition, % at 12.5 µM | 360,000 compounds, 0.52% hits;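 active means mean inhibition of at least 75% with every replicate also reaching 75%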;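 further: 0% = median of neutral control wells and 100% = pilot-screen positive control compound; some compounds past the cut are filed as inactive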
TWEAK-Fn14 inh: blocks TWEAK-Fn14 interaction in a reporter cell assay. AID 1159606. 360,000 compounds, 2% hits. TWEAK-stimulated Fn14 reporter cells, luciferase luminescence, 8 h. inhibition, % at 10 µM; in the data active means inhibition above about 50%
Peg3 prom inh: reduces Peg3 promoter-driven luciferase expression in HeLa. HeLa PEG-Prom luciferase reporter, luminescence, overnight. inhibition, % at 20 µM. 360,000 compounds, 1.7% hits;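 active means inhibition of at least 50% at 20 µM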
KKLEB tox: reduces viability of KKLEB cystic fibrosis airway cells. KKLEB CF airway cells viability, ATPlite luminescence, overnight; hits give low values; cells stimulated with P. aeruginosa culture filtrate. activity change (cytotoxicity), % at 5 µM. 360,000 compounds, 0.36% hits. AID 602141;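 active means corrected activity change at or below -50% at 5 µM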
* = called active by the depositor; / = no result given.

SMILES | CF NFkB block | aDG glyco act | NR2E3 ag-1 | iPSC survival up | MITF TRPM1 inh | NR2E3 ag-2 | HIF-2a block | Shn3 3UTR inh | TWEAK-Fn14 inh | Peg3 prom inh | KKLEB tox
Cc1cccc(C(=O)N2CCN=C2SCc2ccc([N+](=O)[O-])cc2)c1 | -2 | 0.2 | 2 | 0.0 | 0 | 10 | 2 | -17 | 16 | 19 | 3
O=C(O)CC(NC(=O)Cc1ccc([N+](=O)[O-])cc1)c1ccc2c(c1)OCO2 (stereo not given) | -6 | -0.3 | -1 | 0.2 | 1 | 17 | 15 | -6 | 5 | 3 | 6
Cc1ccc(NC(=O)c2cc(N3C(=O)CCC3=O)ccc2N2CCOCC2)cc1 | -16 | -0.3 | 2 | -1.0 | -2 | 3 | 19 | -6 | -25 | 1 | 10
CNC(=O)c1cc(C(=O)c2ccc(Cl)cc2)c(Br)[nH]1 | -10 | 0.0 | -3 | 0.1 | 1 | -6 | 9 | -14 | 12 | -6 | 1
O=C(O)C1OCC2(CO1)COC(C(=O)O)OC2 (stereo not given) | 34 | 0.0 | / | -3.0 | 9 | -14 | 15 | -4 | 24 | 3 | -3
Cc1ccc(C)c(NC(=S)N2CCC(NC(=O)c3ccccc3)CC2)c1 | -5 | 0.1 | 1 | -0.8 | -2 | 3 | -3 | -7 | 3 | 17 | 5
O=C(CN1C(=O)COc2ccccc21)N1CCc2ccccc2C1 | -2 | 0.1 | 4 | -0.4 | 11 | -3 | -3 | 12 | -12 | 14 | -6
CCOC(=O)c1ccc(S(=O)(=O)N2CCN(C/C=C/c3ccccc3)CC2)cc1 | -32 | -0.1 | / | -2.9 | -9 | -3 | 20 | 8 | -9 | 9 | 18
O=S(=O)(c1cccc(S(=O)(=O)N2CCCC2)c1)c1cccc(S(=O)(=O)N2CCCC2)c1 | -1 | -0.4 | -2 | -2.2 | 10 | -3 | 18 | 35 | 9 | 18 | 8
COc1ccc(-c2cc3nc(NCCCN(C)C)n(C)c(=O)c3s2)c(C)c1 | -7 | 2.7 | / | -3.2 | / | -38 | -17 | 0 | -5 | 40 | -2
O=C(CCCC1=NS(=O)(=O)c2ccccc2N1)N1CCN(c2ccc([N+](=O)[O-])cc2)CC1 | -28 | 0.1 | 6 | 0.1 | -10 | -5 | 2 | -26 | 4 | -3 | 4
CC(C)(C)C(=O)c1c(N)[nH]c(C(=O)c2ccccc2)c1-c1ccc(Cl)cc1Cl | / | 0.0 | / | -1.2 | / | -39 | 4 | / | -19 | / | /
CC1(C(=O)OCc2cc(=O)n3cc(Br)ccc3n2)CC1(Cl)Cl (stereo not given) | 8 | -0.8 | 2 | 0.2 | -85 | -107 | -247 | -69 | -3 | -289 | -11
O=C(O)c1nc(-c2ccccc2)n(-c2ccc(Cl)cc2)n1 | 5 | -0.1 | -3 | 4.4 | 0 | -8 | 9 | -9 | 9 | -7 | 6
CCO[C@H]1OC(C(=O)NC2CC2)=C[C@@H](c2ccc3c(c2)OCO3)[C@@H]1CCCO | -4 | 0.0 | -4 | -0.2 | 2 | 13 | 7 | -41 | 0 | 3 | 15
CC(C)N1CCN(Cc2cccn2-c2ccccn2)CC1CCO (stereo not given) | 17 | 1.2 | 5 | -2.5 | 0 | -21 | 19 | 12 | 1 | 14 | 5
COCCNC(=O)NC(=O)CSc1nc(C)c(C)c(C)n1 | -14 | -0.2 | 2 | -0.6 | -1 | 7 | 13 | -25 | -9 | 2 | 6
Clc1ccsc1-c1ccnc(-n2cccc2)n1 | 20 | -0.1 | 1 | -0.2 | 18 | -26 | -51 | -17 | -20 | -36 | -8
CCn1c(CCCOc2ccc(Cl)cc2Cl)nnc1SCC(=O)Nc1cc(F)ccc1C | 3 | 3.9 | 0 | 2.5 | 7 | -28 | -63 | 37 | 20 | -18 | -6
CCCCN(C(=O)CSc1nnnn1C)c1c(N)n(Cc2ccccc2)c(=O)[nH]c1=O | 10 | -0.1 | 0 | 0.2 | 22 | -13 | 16 | 6 | -2 | -3 | 3
COCCn1c(Cc2ccccc2)nnc1SCC(=O)NC(C)C | -4 | 0.7 | 5 | 1.4 | 11 | 4 | 8 | 1 | 7 | 1 | -1
O=C(NCc1ccccc1)Nc1cccc2ccccc12 | -16 | -0.1 | 3 | 1.9 | 4 | 1 | -29 | -10 | -2 | -11 | 21
CCOC(=O)C(=O)Cc1nc(OCc2ccccc2)cc(OCc2ccccc2)n1 | 20 | -0.1 | / | -2.8 | 10 | 5 | 13 | 10 | 3 | 25 | -9
O=S1(=O)CC(N2CCN(c3ccccn3)CC2)CN1Cc1ccccc1 (stereo not given) | -14 | 0.1 | / | 0.2 | / | 6 | 7 | -7 | 9 | 7 | 0
CCc1nc2c(OCc3ccc4c(c3)OCO4)cccn2c1N(C=O)Cc1ccc(OC)cc1 | -13 | -0.2 | / | -0.5 | / | -13 | -64 | 8 | -9 | -6 | 12

Some of these compounds in order of their number in aDG glyco act, ascending:
mol	CF NFkB block	aDG glyco act	NR2E3 ag-1	MITF TRPM1 inh	NR2E3 ag-2	HIF-2a block	Shn3 3UTR inh	TWEAK-Fn14 inh	Peg3 prom inh
O=S(=O)(c1cccc(S(=O)(=O)N2CCCC2)c1)c1cccc(S(=O)(=O)N2CCCC2)c1	-1	-0.4	-2	10	-3	18	35	9	18
O=C(O)CC(NC(=O)Cc1ccc([N+](=O)[O-])cc1)c1ccc2c(c1)OCO2 (stereo not given)	-6	-0.3	-1	1	17	15	-6	5	3
O=C(O)C1OCC2(CO1)COC(C(=O)O)OC2 (stereo not given)	34	0.0	/	9	-14	15	-4	24	3

(cont.)
SMILES | CF NFkB block | aDG glyco act | NR2E3 ag-1 | iPSC survival up | MITF TRPM1 inh | NR2E3 ag-2 | HIF-2a block | Shn3 3UTR inh | TWEAK-Fn14 inh | Peg3 prom inh | KKLEB tox
O=C(COc1coc(CN2CCc3ccccc32)cc1=O)Nc1cccc(F)c1 | 64* | 0.7 | 4 | -0.6 | 4 | -1 | 6 | -7 | -2 | 14 | -56*
Cc1ccc(S(=O)(=O)c2cn(C)c3cc(N4CCOCC4)c(F)cc3c2=O)cc1 | 1 | 3.8 | -1 | 0.5 | 12 | 1 | 8 | 11 | -40 | 11 | -13
COCCCn1c(=O)/c(=C/c2ccccc2OC(F)F)s/c1=C(\C#N)C(=O)NCCOC | -10 | 0.0 | / | 2.5 | -5 | 8 | 5 | -8 | -20 | -6 | -4
O=C(CSc1nncs1)NC(=O)Nc1ccc2c(c1)OCCO2 | -2 | 0.0 | 4 | -0.5 | -63 | -74 | -253 | / | -1 | -225 | 4
CCOc1ccc(N(CC(=O)Nc2ccc(OC)cc2)C2=NC3CS(=O)(=O)CC3S2)cc1 (stereo not given) | 18 | 0.7 | 8 | -1.1 | / | -36 | 5 | 55 | 36 | -7 | 15
C=CCC(NCc1ccccc1)c1ccc(Cl)cc1 (stereo not given) | -8 | 0.1 | 2 | -3.3 | 5 | -28 | 12 | -2 | 6 | 23 | -4
Cc1cc(N2CCN(c3ccccc3F)CC2)nc2cc(O)ccc12 | -28 | 0.4 | 1 | 2.1 | -53 | -57 | -198 | -10 | -40 | -183 | 6
CN(CC(=O)Nc1ccccc1Cl)C(=O)C1CSC2(C)CCC(=O)N12 (stereo not given) | 2 | -0.1 | 0 | 1.3 | 1 | -27 | -11 | 0 | 3 | -16 | 1
COc1ccc(CNC(=O)CCn2c(C)csc2=O)cc1 | -4 | -0.2 | 0 | 1.2 | -2 | 6 | 4 | -31 | 3 | -1 | 10
CC1=C(C(=O)N(C(C)C)C(C)C)CC(CC(=O)NCc2ccco2)C(=O)N1CCC1=CCCCC1 (stereo not given) | -12 | 0.0 | / | 4.6 | / | -2 | 8 | -3 | -13 | 4 | -7
Cc1ccccc1CC(=O)Nc1ccc2c(c1)c(=O)n(C)n2-c1cccs1 | 14 | 0.2 | / | 0.0 | / | -50 | -93 | -1 | -15 | -20 | -11
COc1ccc(OCC(=O)N2CCc3c([nH]c4ccccc34)C2c2ccccn2)cc1 (stereo not given) | -1 | 0.1 | 1 | 1.3 | 1 | -30 | 9 | -10 | -8 | 8 | -7
CCOC(=O)c1[nH]c(=O)c2ccccc2c1O | 4 | -0.1 | 0 | -2.1 | -5 | -13 | -14 | 15 | 7 | -11 | 6
Cc1cc(Cl)nc(-n2nc(C)cc2C)n1 | 0 | 0.2 | -2 | 0.2 | / | 15 | 18 | 5 | -2 | -4 | -5
Cc1ccc(CSc2nnc(CC(=O)Nc3ccc(C)cc3)n2C)cc1 | -7 | 0.3 | 5 | -1.1 | 6 | -17 | 11 | -5 | 5 | 4 | 3
COc1ccc(C(=O)N/N=C2\CCS(=O)(=O)c3ccc(F)cc32)cc1OC | -6 | -0.3 | -1 | -0.3 | 7 | -29 | 18 | 12 | 4 | 29 | -5
Fc1ccc(C2c3[nH]c4ccccc4c3CCN2Cc2ccoc2)cc1 (stereo not given) | -3 | 0.8 | 2 | -1.0 | 22 | -26 | 3 | 6 | -11 | 15 | -1
COC(=O)CCCn1c(C)cc(C(=O)CCl)c1C | 23 | 1.4 | -1 | -0.5 | 14 | -5 | 21 | 7 | 13 | 51* | 21
Cc1ccccc1CN1CCN(c2ccc(S(=O)(=O)N3CCCC3)cn2)CC1 | 22 | 0.5 | 0 | -0.1 | 17 | 8 | 7 | 21 | 13 | 22 | -18
O=C(NCCN1CCOCC1)c1ccc(NC(=O)C2COc3ccccc3O2)cc1 (stereo not given) | 1 | -0.2 | 0 | -0.5 | -16 | -10 | 8 | 8 | 11 | 0 | -16
CCN(CC(=O)Nc1c(F)cccc1F)C(=O)c1ccc2c(c1)S(=O)(=O)N=C1CCCCCN12 | 15 | 0.0 | 1 | 0.2 | 13 | -12 | 11 | -3 | -9 | -12 | 1
CCCCn1c(N)c(N(CCOC)C(=O)CSc2nnc(-c3ccncc3)n2CCC)c(=O)[nH]c1=O | -10 | -0.1 | 0 | 2.7 | 2 | -31 | 6 | -6 | 3 | -3 | -2
Cc1ccc(NC(=O)c2cc(S(=O)(=O)N3CCOCC3)ccc2F)c(C)c1 | 14 | 0.1 | -2 | -0.2 | -22 | -15 | -49 | -6 | 80* | -33 | -6
Cc1ccc(C(=O)N/C(=C\c2cccnc2)c2nc3ccccc3[nH]2)cc1 | -2 | 0.1 | 2 | 4.2 | 0 | 8 | 17 | 1 | 5 | -7 | 1
CC1(C(=O)NS(=O)(=O)c2cccc(C#N)c2)CCN1C(=O)Cc1ccccc1 (stereo not given) | 0 | -0.3 | / | 1.5 | / | -1 | 13 | -21 | -10 | 1 | -6
CCOC(=O)c1cnn2c(N)c(C#N)nnc12 | 12 | -0.1 | -1 | -2.4 | -3 | 21 | 4 | -5 | 4 | 11 | -8
